Mito fusion act: qHTS Assay for Small Molecule Inhibitors of Mitochondrial Division or Activators of Mitochondrial Fusion. AID 485298, 2010. Potency, µM (doses to about 46.1 µM), inactives show at the top dose growth rescue (activation), usual class: activators. actives 0.23% (n = 320,000). S. cerevisiae fusion-defective mutant growth rescue, CellTiterGlo 48 h;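 note: potency is the fitted concentration of half-maximal effect; % of control where 0% means no effect; nearly all actives have a fitted effect of over 45% in size; temperature-sensitive fusion mutants such as fzo1-1 at 37 °C on non-fermentable ethanol glycerol medium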
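Read-out: ATP-based luminescence (CellTiterGlo, 10 min ambient) reporting growth of fusion-defective ts yeast after 48 hours at 37C on glycerol/ethanol YPEG medium in the presence of compound.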
hERG WT inh: qHTS for Inhibitors of KCHN2 3.1: Wildtype qHTS | Voltage-gated inwardly rectifying potassium channel KCNH2 (Homo sapiens), Q12809 | U2OS, BacMam KCNH2, thallium flux FluxOr; stronger effect = lower value | activity change, % at 1.84 µM | actives 0.37% (n = 340,000);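 active = maximum activity change below -70%; inconclusive = maximum activity change between -70% and -50%; inactive = maximum activity change above -50%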; note: % is set by controls: 0 for no effect and ±100 for the full control effect
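U2OS cells transduced with wild-type KCNH2 virus are loaded with FluxOr dye for 45 min, and thallium flux is measured in kinetic reads before and after stimulation buffer. Rate constants are normalized to DMSO controls.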
BCR signal inh: qHTS Assay to Find Inhibitors of Chronic Active B-Cell Receptor Signaling | ABC-DLBCL IkBa-CBG/CBR reporter, luminescence ratio, 4 h | Potency, µM (doses to about 46.1 µM), for inactives: at the top dose ratio change, negative = lower green/red ratio, actives largely listed as inhibitors | AID 493014, 2011 | actives 0.05% (n = 340,000); active = well fitted inhibition curve with a large enough effect in the signal ratio, with a control signal flat, not every such curve was filed as active; inconclusive = small, poorly fitted or top-dose-only effect, or effect the other way, or a change in a side signal; the % refers to the signal ratio;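 note: potency is the fitted concentration of half-maximal effect; plate controls were basal doxycycline-induced cells for no effect and cells given 10 µM MG132 for full effect; MG132 reads +100%, hits lower the ratio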
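Concentration-response series (up to 46 uM) were applied to TMD8 dual-reporter cells for 4 h at 37C with doxycycline. Green/red ratio, after filter-overlap correction, defined %Activity; red signal alone was normalised to basal cells and zero luminescence.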
TSHR antag: Antagonists of the Thyroid Stimulating Hormone Receptor: HTS campaign | activity change, negative = inhibition, % at 11.5 µM | AID 504810, 2011 | actives 0.2% (n = 330,000) | TSHR-expressing cells, TSH-stimulated cAMP HTRF, 2 h; stronger effect = lower value;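 active = activity change below a set negative limit, meaning inhibition stronger than a set level, cut at about -70% in these data; inconclusive = activity change between two set negative limits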; note: % is set by controls: 0 for no effect and ±100 for the full control effect
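Read-out is FRET at 665 nm (cryptate excitation 337 nm) from a cryptate-tagged anti-cAMP antibody, competed by cell cAMP against cAMP-d2. Compounds are tested on freshly harvested TSHR cells challenged with 4nM TSH (EC80) for 2 hours at 37 deg C.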
ASM inhibitor: Inhibitors of Secretory Acid Sphingomyelinase (S-ASM): qHTS | Sphingomyelin phosphodiesterase (Homo sapiens), P17405 | placental ASM, HMU-PC fluorogenic substrate, 60 min | Potency, µM (highest dose often 57.5 µM), for inactives: at the highest dose activity change, negative = inhibition, usual class: inhibitors | actives 0.006% (n = 340,000); note: potency is the fitted concentration of half-maximal effect
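Human placenta-derived ASM preincubated with compound 10 min at room temperature, then reacted with 9 uM (final) fluorogenic HMU-PC substrate for 60 min at 37 C. Stop solution raises pH to 10; fluorescence read at Ex 386/Em 447 nm.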
MBNL1 CUG block: qHTS Assay for Inhibitors of MBNL1-poly(CUG) RNA binding | AID 2675, 2010 | Muscleblind-like protein 1 (Homo sapiens), Q9NR56 | TR-FRET MBNL1-His/biotin-(CUG)12 binding, 665/545 ratio | Potency, µM (titrated, usually from 57.5 µM), for inactives: at the top dose activity change, negative = inhibition, actives largely listed as inhibitors | actives 0.036% (n = 280,000); active = well fitted inhibition curve with a large enough effect in the signal ratio, with a control signal flat, not every such curve was filed as active; inconclusive = small, poorly fitted or top-dose-only effect, or effect the other way, or a change in a side signal; inactive = no such curve, though single readings can be large or run the other way; the % refers to the signal ratio; note: potency is the fitted concentration of half-maximal effect; % is set by controls: 0 for no effect and ±100 for the full control effect
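Ratiometric TR-FRET (665 over 545 nm, excitation 340 nm) tracks disruption of MBNL1-His/biotin-(CUG)12 complex after 60 min at room temperature, with compounds at 92 nM to 58 uM final.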
Menin-MLL TR inh: qHTS Assay for Inhibitors Targeting the Menin-MLL Interaction in MLL Related Leukemias: Competition With Texas Red Labeled MLL-derived Mutant Peptide. actives 0.23% (n = 270,000). Menin + Texas Red MLL mutant peptide, fluorescence polarization. AID 1768, 2009. Potency, µM (doses to about 61.6 µM), without a hit: top-dose FP activity change, negative = inhibition, most hits filed as inhibitors; active = well fitted inhibition curve with a large enough effect in the polarisation, with a control signal flat, not every such curve was filed as active; inconclusive = small, poorly fitted or top-dose-only effect, or effect the other way, or a change in a side signal; inactive = no such curve, though single readings can be large or run the other way; the % refers to the polarisation; note: potency is the fitted concentration of half-maximal effect; % of control where 0% means no effect; many of its hits are not listed in these tables
GALK inh: qHTS Assay for Inhibitors of Human Galactokinase (GALK); P51570; Purified GALK, Kinase-Glo residual ATP luminescence; actives 0.007% (n = 270,000); Potency, µM (highest dose often 57.5 µM), without a hit: at the top dose activity change, negative = inhibition, most hits filed as inhibitors; note: potency is the fitted concentration of half-maximal effect; % is set by controls: 0 for no effect and ±100 for the full control effect
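Quantitative HTS: GALK 5 nM, ATP 35 uM, galactose 100 uM, 1 h room temperature, then luciferase-based ATP detection.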
Eya2 phos inh: qHTS Assay for Inhibitors of the Phosphatase Activity of Eya2 | Protein phosphatase EYA2 (Homo sapiens), O00167 | recombinant Eya2, OMFP fluorescence dephosphorylation (OMFP is methylfluorescein phosphate) | Potency, µM (series often up to 76.9 µM), without a hit: top-dose activity, negative = inhibition, actives largely listed as inhibitors | actives 0.006% (n = 330,000); note: potency is the fitted concentration of half-maximal effect; % is set by controls: 0 for no effect and ±100 for the full control effect
Target sequence (O00167 whole entry, looked up): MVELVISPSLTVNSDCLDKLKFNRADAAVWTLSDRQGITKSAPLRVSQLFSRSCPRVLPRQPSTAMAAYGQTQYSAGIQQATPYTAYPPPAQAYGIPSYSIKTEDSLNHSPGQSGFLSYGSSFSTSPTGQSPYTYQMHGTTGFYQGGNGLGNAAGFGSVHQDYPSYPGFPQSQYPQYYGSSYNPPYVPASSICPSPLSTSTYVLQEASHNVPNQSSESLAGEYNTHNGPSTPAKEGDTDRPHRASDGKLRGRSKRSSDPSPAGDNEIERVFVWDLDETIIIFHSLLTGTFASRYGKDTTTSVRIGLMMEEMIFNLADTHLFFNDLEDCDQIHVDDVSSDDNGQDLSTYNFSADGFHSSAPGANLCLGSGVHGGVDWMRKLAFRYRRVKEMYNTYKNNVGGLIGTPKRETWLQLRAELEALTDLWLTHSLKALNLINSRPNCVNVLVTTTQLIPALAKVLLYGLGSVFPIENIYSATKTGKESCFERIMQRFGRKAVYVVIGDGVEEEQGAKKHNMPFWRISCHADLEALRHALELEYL
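Eya2 protein (added as 0.2 uM solution) was preincubated with compound for 10 min at ambient temperature in 50 mM HEPES pH 7.5, 50 mM NaCl, 5 uM MgCl2, 0.05% BSA, 1 mM DTT. OMFP (added at 50 uM) then reacted 10 min; fluorescence read at 485/525 nm.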
PKM2 act: qHTS Assay for Activators of Human Muscle isoform 2 Pyruvate Kinase; AID 1631, 2009; Potency, µM (doses to about 57.5 µM), inactives show at the highest dose activation, most hits filed as activators; purified PKM2, Kinase-Glo ATP luminescence, activation; response scale: 0% is enzyme alone, no compound; actives 0.34% (n = 260,000); Pyruvate kinase PKM (Homo sapiens), P14618; note: potency is the fitted concentration of half-maximal effect; % is set by controls: 0 for no effect and ±100 for the full control effect; nearly all actives have a fitted effect of over 55% in size
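ATP formation by purified human PK-M2, quantified via coupled luciferase luminescence after 1 h at room temperature with 0.1 mM ADP and 0.5 mM PEP final.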
USP2a inh: qHTS Assay for Inhibitors of Ubiquitin-specific Protease USP2a Using CHOP2 as the Reporter | Potency, µM (series often up to 38.3 µM), inactives show top-dose activity change, negative = inhibition, hits mostly inhibitors | Ubiquitin carboxyl-terminal hydrolase 2 (Homo sapiens), O75604 | actives 0.01% (n = 330,000) | USP2 core, Ub-CHOP2 coupled fluorogenic reporter, 485/531;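 note: potency is the fitted concentration of half-maximal effect; plate controls were DMSO wells for no effect and full inhibition by NEM control for full effect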
Target sequence (O75604 whole entry, looked up): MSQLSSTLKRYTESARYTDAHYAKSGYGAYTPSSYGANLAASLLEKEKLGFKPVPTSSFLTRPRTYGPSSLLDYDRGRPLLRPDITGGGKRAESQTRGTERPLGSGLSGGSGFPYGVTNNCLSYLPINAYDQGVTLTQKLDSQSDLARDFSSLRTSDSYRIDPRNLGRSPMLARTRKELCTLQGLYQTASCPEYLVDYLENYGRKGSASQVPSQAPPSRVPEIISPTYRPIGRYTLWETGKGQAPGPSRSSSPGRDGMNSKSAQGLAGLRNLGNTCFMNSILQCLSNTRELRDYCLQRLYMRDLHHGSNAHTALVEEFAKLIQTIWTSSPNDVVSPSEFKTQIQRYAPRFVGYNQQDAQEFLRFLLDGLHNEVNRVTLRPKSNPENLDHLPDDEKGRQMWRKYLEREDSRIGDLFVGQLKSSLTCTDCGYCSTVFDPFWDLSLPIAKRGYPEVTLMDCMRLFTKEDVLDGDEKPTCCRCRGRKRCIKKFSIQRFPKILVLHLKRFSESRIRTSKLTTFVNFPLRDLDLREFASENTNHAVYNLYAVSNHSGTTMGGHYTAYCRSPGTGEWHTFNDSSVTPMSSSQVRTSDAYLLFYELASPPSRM
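Cell-free coupled assay: 10nM USP2 core preincubated 30min RT with compound in Tris-HCl pH 8.0/CaCl2/CHAPS buffer, then 25nM Ub-CHOP2 and 25nM reporter substrate; fluorescence (Ex 485/Em 531) read after 60min RT, normalized to NEM inhibition, concentration-response curves fitted.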
* = called active by the depositor; ? = inconclusive; . = not tested or not shown; [ ] = another dose, or the depositor's remark. Unless noted, calls come from the whole dose curve; as a rule, active = well fitted curve in the direction sought with a large enough effect; inconclusive = small, poorly fitted or top-dose-only effect, or another doubt; inactive = no such curve, though single readings can be large; an effect the other way counts as inactive or inconclusive.

SMILES	Mito fusion act	hERG WT inh	BCR signal inh	TSHR antag	ASM inhibitor	MBNL1 CUG block	Menin-MLL TR inh	GALK inh	Eya2 phos inh	PKM2 act	USP2a inh
CCOc1ccc(S(=O)(=O)N2CCc3ccccc3C2)cc1	0%	-3	-3%	3	-1%	-11%	18%	3%	-17%	16%	-12%
CCOC(=O)C1C(=O)OC(C)(C)C1C(CC)C(=O)c1c(C)cc(C)cc1C (configuration not stated)	2%	2	?	0	-1%	-12%	.	-2%	-22%	1%	2%
COC(=O)CSc1nc2cc(OC)ccc2n1C	3%	-3	0%	1	0%	.	.	-2%	0%	3%	3%
COC(=O)c1c(NC(=O)c2ccc([N+](=O)[O-])o2)sc2c1CCN(C(C)C)C2	-28%	-1	?	-22	-13%	3%	?	4%	-1%	-2%	0%
COc1ccc(OCCNC(=O)c2cccc(Oc3ccc(C(F)(F)F)cc3[N+](=O)[O-])c2)cc1	1%	4	1%	-18	-5%	.	2%	2%	6%	-8%	0%
Cc1ccc(-n2nc(C)c3c2OC(N)=C(C#N)C3c2ccccc2F)cc1 (configuration not stated)	-2%	10	?	13	-10%	0%	?	-2%	2%	5%	-3%
O=C(NCCSc1ccc(Cl)cc1)c1ccc(CN2CCOCC2)cc1	6%	11	13%	-12	2%	-5%	-1%	9%	-4%	-5%	3%
COC(=O)C1=C(O)/C(=C\c2cc(C)n(-c3ccccc3F)c2C)N=C1C	1%	-5	-5%	-3	11%	?	-1%	0%	16%	11%	4%
COc1ccc(S(N)(=O)=O)cc1C(=O)OCC(=O)Nc1sccc1C#N	.	0	?	26	-1%	.	.	.	-5%	.	3%
CC(C)CCC(CCN1CCCC1)c1ccc2c(c1)OCO2 (configuration not stated)	-5%	?	-1%	0	-1%	.	.	0%	-2%	-4%	2%
CCOC(=O)c1oc2ccc(S(=O)(=O)Nc3ccc4c(c3)n(C)c(=O)n4C)cc2c1C	3%	-12	?	-13	-19%	2%	-4%	1%	10%	16%	-2%
Nc1c(N(C(=O)Nc2ccc(Cl)c(Cl)c2)C2CCCC2)c(=O)[nH]c(=O)n1Cc1ccccc1	2%	27	?	-2	21%	-3%	.	-2%	3%	2%	0%
COc1ccccc1NC(=S)NCCC(c1ccccc1)c1ccccc1	20%	-3	9%	-1	0%	.	12%	1%	-4%	2%	0%
CCOC(=O)C1CCCN(c2c(NCCc3ccc(Cl)cc3)c(=O)c2=O)C1 (configuration not stated)	1%	1	3%	-6	0%	-10%	.	-1%	1%	1%	0%
Cc1ccc(C(=O)NCCNC(=O)Cc2ccccc2)cn1	3%	-22	1%	-6	1%	3%	-18%	-1%	-5%	1%	0%
O=C(CC(=O)c1c(F)cccc1Cl)c1ccccc1O	-14%	-3	-4%	27	0%	1%	?	4%	11%	.	-7%
COc1ccc(NC(=O)CSc2nc(O)cc(=O)[nH]2)c(OC)c1	-3%	-3	5%	0	3%	6%	.	-3%	6%	-3%	6%
CCc1cc(=O)oc2cc(OCC(=O)N3CCC(C(N)=O)CC3)ccc12	0%	-2	-4%	-9	0%	-3%	-30%	.	-3%	-4%	1%
C[C@@H]1CN([C@@H](C)CO)C(=O)Cc2cc(NC(=O)Nc3ccc(F)cc3)ccc2O[C@@H]1CN(C)Cc1ccc(Cl)c(Cl)c1	.	-2	4%	-7	?	.	.	.	?	.	-2%
COc1cc(OC)cc(-c2sc3ccc(OC)cc3c2-c2ccc(OCCN3CCCCC3)cc2)c1	.	1	?	-10	?	.	.	.	-6%	.	-1%
Cc1cc(C)n(S(=O)(=O)c2ccc(C(C)(C)C)cc2)n1	4%	-10	?	5	-4%	-5%	?	-4%	4%	0%	-2%
CCCCNC(=O)Nc1nc2ccccc2s1	11%	2	?	4	-1%	-3%	16%	4%	-6%	1%	5%
COc1ccc([N+](=O)[O-])cc1N(CC(O)Cn1nnc2ccccc21)S(=O)(=O)c1ccc(C)cc1 (configuration not stated)	-2%	-4	?	15	-17%	?	1%	-1%	-8%	0%	-6%
COc1ccccc1-c1ccc(NC2CCCCC2)nn1	16%	-3	?	-5	4%	10%	-7%	-2%	-10%	9%	-2%
Oc1ccc(Br)cc1C=Nc1ccc(Cl)cc1	-2%	-3	?	23	1%	4%	1%	2%	-2%	6%	1%
O=C(c1cccc(N2CCCC2=O)c1)N1CCN(c2ccccc2)CC1	2%	-9	10%	3	0%	-3%	2%	-5%	-5%	-12%	1%
O=S(=O)(c1ccc(N=C2NN=C(c3cc(F)ccc3F)CS2)cc1)N1CCOCC1	13%	6	-7%	21	-5%	113%[activator]	18%	-2%	1%	13%	-6%
O=C(Nc1ccccc1C(F)(F)F)C(O)(c1ccccc1)C1CCCCC1 (configuration not stated)	-3%	.	6%	18	-1%	.	.	.	6%	.	2%
Cc1cccc(NC(=O)CN2C(=O)NC(C)(c3ccc4c(c3)OCO4)C2=O)c1 (configuration not stated)	-1%	6	-3%	5	-1%	-5%	.	0%	1%	1%	2%
COC(=O)C1=C(C)OC(N)=C(C#N)C1c1cc2cc(C)ccc2nc1Cl (configuration not stated)	0%	3	-1%	-5	-1%	5%	15%	1%	3%	-2%	1%

3 compounds from above, ordered by their value in ASM inhibitor, smallest number first.
SMILES,ASM inhibitor
COc1ccc([N+](=O)[O-])cc1N(CC(O)Cn1nnc2ccccc21)S(=O)(=O)c1ccc(C)cc1 (configuration not stated),-17%
COc1ccc(OCCNC(=O)c2cccc(Oc3ccc(C(F)(F)F)cc3[N+](=O)[O-])c2)cc1,-5%
COc1ccc(S(N)(=O)=O)cc1C(=O)OCC(=O)Nc1sccc1C#N,-1%

(list continues)
SMILES	Mito fusion act	hERG WT inh	BCR signal inh	TSHR antag	ASM inhibitor	MBNL1 CUG block	Menin-MLL TR inh	GALK inh	Eya2 phos inh	PKM2 act	USP2a inh
CCCn1c(CC)nc([N+](=O)[O-])c1S(=O)(=O)c1ccccc1	-7%	-12	?	15	0%	20%	1%	2%	-1%	-2%	0%
CC(=O)Nc1ccc(S(=O)(=O)NCCNC(=O)c2ccccc2F)cc1	-3%	-1	?	10	3%	4%	-15%	3%	5%	-10%	-1%
CCc1cccc(C)c1NC(=S)NCCc1c(C)[nH]c2ccc(C)cc12	5%	-16	6%	0	-2%	19%	?	.	3%	-1%	4%
Cc1ccc(Cl)cc1N1CCN(S(=O)(=O)c2cnc[nH]2)CC1	1%	-5	-17%	-5	-1%	1%	3%	0%	-8%	-1%	-3%
CCN(C(=O)c1cnc2scc(C)n2c1=O)c1ccccc1C	-3%	-6	-1%	-11	-5%	-2%	-11%	3%	7%	2%	1%
CCOC(=O)c1[nH]c2ccc(F)cc2c1NC(=O)CN1CCN(C/C=C/c2ccccc2)CC1	.	-90*	?	1	-3%	.	-4%	0%	-1%	-1%	-7%
CC(=O)Nc1ccc2nc3ccccc3nc2c1	4%	-2	?	-14	32%	?	.	4%	2%	-2%	4%
CC1CCN(C(c2cccs2)c2nnnn2Cc2ccccc2)CC1 (configuration not stated)	25%	16	-1%	-14	-1%	11%	-4%	1%	3%	5%	3%
CCOc1ccc(S(=O)(=O)Nc2c(C)n(C)n(-c3ccccc3)c2=O)cc1	0%	-197*	0%	-6	3%	1%	-18%	2%	-22%	-1%	3%

Some of the compounds tested; count on the stated rates, not on these rows.
